# PAX8 reporter: inhibitors of PAX8 transcriptional activity in RMG-I cells | RMG-I TPO-luciferase reporter, SteadyGlo, 24 h | inhibition, % at 12.6 µM | actives 1.2% (n = 360,000) | AID 652154;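 active means mean replicate inhibition at least 60% with every replicate also reaching 60%; inconclusive means only one of the two criteria is met; inactive means mean below 60% and not all replicates reaching 60%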;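 further: luciferase light reporting Pax8 driven TPO promoter activity; plate controls were median of neutral control wells for no effect and mitoxantrone controls for full effect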
# EWS-Fli block: inhibitors of EWS/Fli oncoprotein transcriptional activity; A673 NR0B1-luciferase reporter, viability-normalised; inhibition, % at 12.6 µM; actives 0.67% (n = 350,000);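 active means mean inhibition of at least 50% after viability correction, with every replicate also passing that limit; inconclusive means mean reaches 50% but only one of two replicates passes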;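 further: firefly luciferase signal divided by Alamar Blue viability fluorescence both relative to DMSO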
# DENV2 CPE rescue: protects cells from dengue virus 2 cytopathic effect | DENV2-infected cells, cytopathic effect rescue, plate reader | CPE inhibition, % at 9.99 µM | actives 1.7% (n = 350,000) | AID 651640; in the data active means CPE inhibition above about 20%, passing the limit was not always enough; inconclusive means no clear call, values can overlap the other calls; tested in BHK-21 cells;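 further: 0% = median of neutral control wells and 100% = median of positive control wells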
# LGR2 antag: inhibitors of bursicon-induced Drosophila LGR2 receptor cAMP signaling; HEK293 LGR2, CRE-luciferase, bursicon-stimulated, 4 h; actives 0.35% (n = 380,000); inhibition, % at 9.99 µM; AID 720647;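 active means drop in luminescence signal, shown as inhibition above about 50% in the replicate tests, limit read from the data, passing the limit was not always enough; inconclusive means probably only some replicates passing the limit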;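 further: agonist challenge used bursicon conditioned medium at about half maximal strength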
# SIRT5 block: sirtuin-5 (human) deacylase inhibition; actives 1.1% (n = 330,000); Q9NXA8; inhibition, % at 15 µM; Purified SirT5, succinyl-peptide AMC, trypsin-coupled fluorescence; in the data active means inhibition above about 15%; inconclusive means no clear call, values can overlap the other calls
# Target sequence (Q9NXA8 whole entry, looked up): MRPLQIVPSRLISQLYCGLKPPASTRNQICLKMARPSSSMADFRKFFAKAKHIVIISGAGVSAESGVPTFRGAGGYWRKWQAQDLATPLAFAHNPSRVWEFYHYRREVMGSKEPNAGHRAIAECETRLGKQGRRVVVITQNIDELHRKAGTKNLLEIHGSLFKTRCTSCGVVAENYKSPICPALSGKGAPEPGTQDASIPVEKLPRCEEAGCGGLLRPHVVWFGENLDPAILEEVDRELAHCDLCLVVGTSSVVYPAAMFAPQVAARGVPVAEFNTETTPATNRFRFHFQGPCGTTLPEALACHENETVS
# CASP6 VEID inh: inhibitors of human caspase-6; purified caspase-6, Z-VEID-R110 cleavage fluorescence; P55212; inhibition, % at 12.5 µM; actives 0.53% (n = 350,000);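 active means mean inhibition across replicates at least about 35%, with every replicate also reaching that limit, limit read from the data; inconclusive means only one of the two criteria met; inactive means neither criterion met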;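 further: 0% = median of neutral control wells and 100% = no fluorescence left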
# Target sequence (P55212 24-179 limits assumed): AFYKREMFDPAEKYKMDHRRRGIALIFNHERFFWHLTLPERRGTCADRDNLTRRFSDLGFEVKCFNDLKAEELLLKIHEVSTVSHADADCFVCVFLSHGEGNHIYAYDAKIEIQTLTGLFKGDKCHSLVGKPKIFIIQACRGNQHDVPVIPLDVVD
# Target sequence (P55212 194-293 limits assumed): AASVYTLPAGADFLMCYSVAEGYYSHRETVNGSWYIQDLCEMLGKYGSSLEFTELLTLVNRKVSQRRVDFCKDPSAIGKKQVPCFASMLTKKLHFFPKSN
# ARNT TACC3 PPI: disrupts binding between human ARNT and TACC3 | Q9Y6A5 | AlphaScreen His-ARNT PAS-B/GST-TACC3 binding, luminescence; TACC3 fragment carries E629A point mutation | actives 0.66% (n = 390,000) | AID 623870 | inhibition, % at 9.99 µM;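 active means mean inhibition of replicates at least 50% and at least half of replicates each reaching 50%; inconclusive means half or more replicates reach 50% but mean below 50%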;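 further: 0% = complete ARNT plus TACC3 wells and 100% = ARNT alone without TACC3; many hits fall short of the cut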
# The depositor's hits bear a star; ? = inconclusive; . = not tested or not shown; & = joins results of further samples.
SMILES,PAX8 reporter,EWS-Fli block,DENV2 CPE rescue,LGR2 antag,SIRT5 block,CASP6 VEID inh,ARNT TACC3 PPI
COc1ccc2nc3n(c(=O)c2c1)-c1ccc(Cl)cc1C(=O)NC3Cc1ccc(O)cc1 (stereo not given),-5,-25,14,8,2,1,.
CC(C)NC(=O)Nc1ccc2c(c1)C(=O)N([C@H](C)CO)C[C@H](C)[C@H](CN(C)Cc1ccc(Cl)c(Cl)c1)OCCCC[C@H](C)O2,18,7,9,19,3,1,-2
COc1ccc(S(=O)(=O)N2CCOCC2)cc1NC(=O)CO/N=C/c1ccccc1OC(F)F,24,.,.,-8,.,.,-5
CN1CCN(C(=O)CCc2nc(-c3ccc(Cl)cc3)no2)CC1,-2,-10,2,-8,8,-1,1
C[C@@H]1CN([C@@H](C)CO)C(=O)c2cc(NC(=O)Nc3ccc(C(F)(F)F)cc3)ccc2O[C@@H]1CN(C)S(=O)(=O)c1ccc(F)cc1,29,1,0,3,7,5,-7
O=C(Nc1nnc(CSCc2ccccc2F)s1)c1cccc([N+](=O)[O-])c1,-1,-15,0,-11,-2,3,23
CCOc1ccccc1NC(=O)CN1CCC(C(=O)c2ccc(F)cc2)CC1,12,-4,0,-14,-2,1,-2
N#Cc1cc(C(=O)c2cc(F)ccc2O)cn(-c2nccs2)c1=O,16,5,.,25,.,.,5
C[C@H](CO)N1C[C@H](C)[C@@H](CN(C)C(=O)Nc2ccc(F)cc2)Oc2ccc(NC(=O)CCN3CCOCC3)cc2CC1=O,-14,-3,-13,-2,2,3,-8
COC(=O)COc1ccc2c(c1C)O/C(=C\c1ccco1)C2=O,41,-4,-4,-3,2,14,4
CC(=NC1CCCCC1)c1ccc(O)cc1O,-5,-4,-2,-8,0,0,.
CCN(CC)C(=O)C(C)N(C#N)c1nc(Cl)nc(N(C)C)n1 (stereo not given),8,23,-5,-21,-3,0,-3
O=C(CSc1cccc(C(F)(F)F)c1)Nc1ccc(N2CCOCC2)cc1,5,1,-11,7,-6,-3,.
Cc1ccc(C(=O)OCC(=O)NC(C)c2ccccc2)cc1C (stereo not given),2,3,?,2,-6,0,15
CNC(=O)c1ccsc1NC(=O)CS(=O)(=O)c1ccc(F)cc1,-11,-3,4,4,.,0,.
O=C1CC(c2ccc(F)cc2)SC(N(c2ccccc2)c2ccccc2)=N1 (stereo not given),21,.,.,10,.,.,-2
Cc1nc2ccccc2c(=O)n1-c1ccc(NS(=O)(=O)c2cc(F)ccc2F)cc1,0,1,2,-3,0,-2,-1
Cn1ncc(Br)c1C(=O)NC1CCCC1,7,.,-3,3,-4,0,-12
CC(C)N(C(=S)Nc1ccc(S(=O)(=O)N2CCOCC2)cc1)c1ccccc1,2,9,2,-5,.,3,.
O=c1cc(N2CCc3ccccc3C2)[nH]c(=O)n1-c1ccccc1Cl,-9,4,-6,-3,3,7,1
Cc1ccc(/C=N/NC(=O)c2cccc(NC(=O)c3ccccc3C)c2)o1,-4,-29,2,1,-2,1,-10
O=C(CSc1nc2ccc([N+](=O)[O-])cc2[nH]1)NC1CCCC1,3,.,.,-6,.,.,4
Cc1c(Cl)cccc1NC(=O)CCC(=O)NNC(=O)c1ccccc1,-3,.,.,6,.,.,-5
Cc1cc(C(=O)OCC(=O)NC(=O)c2cccn2C)c2ccccc2n1,7,6,5,-6,-4,8,-3

# 6 structures already listed, sorted by heavy-atom count, low to high:
SMILES,PAX8 reporter,EWS-Fli block,DENV2 CPE rescue,LGR2 antag,SIRT5 block,CASP6 VEID inh,ARNT TACC3 PPI
Cn1ncc(Br)c1C(=O)NC1CCCC1,7,.,-3,3,-4,0,-12
CNC(=O)c1ccsc1NC(=O)CS(=O)(=O)c1ccc(F)cc1,-11,-3,4,4,.,0,.
O=c1cc(N2CCc3ccccc3C2)[nH]c(=O)n1-c1ccccc1Cl,-9,4,-6,-3,3,7,1
Cc1cc(C(=O)OCC(=O)NC(=O)c2cccn2C)c2ccccc2n1,7,6,5,-6,-4,8,-3
O=C(CSc1cccc(C(F)(F)F)c1)Nc1ccc(N2CCOCC2)cc1,5,1,-11,7,-6,-3,.
Cc1nc2ccccc2c(=O)n1-c1ccc(NS(=O)(=O)c2cc(F)ccc2F)cc1,0,1,2,-3,0,-2,-1

# Following part.
SMILES,PAX8 reporter,EWS-Fli block,DENV2 CPE rescue,LGR2 antag,SIRT5 block,CASP6 VEID inh,ARNT TACC3 PPI
COc1cccc(CC(=O)OCC(=O)NC2CCCCCC2)c1,5,6,-6,6,-3,-5,-4
O=C(c1ccco1)N1CCN(C(=O)c2ccc(Br)o2)CC1,-3,-4,16,-13,.,1,.
O=C(CSc1ncccn1)NNC(=O)c1ccccc1,9,.,0,0,-1,-3,5
CC(=O)Nc1ccc(S(=O)(=O)N2CCCC2C(=O)Nc2ccc(F)cc2)cc1 (stereo not given),-27,.,-1,14,-4,-2,0
CCCCOc1cc(C(=O)NCCN(CC)CC)c2ccccc2n1,14&-6,4&1,3&8,-1&7,2&-6,-3,-5&-5
COc1ccc(CCN2C(=O)NC(NC(=O)C(C)(C)C)(C(F)(F)F)C2=O)cc1OC (stereo not given),10,5,12,-2,-1,0,1
O=C(NNS(=O)(=O)c1ccc([N+](=O)[O-])cc1)C(=O)Nc1cccc(C(=O)O)c1,-10,-5,12,2,3,3,.
COc1ccc(NC(=O)N(C)C[C@H]2Oc3cc(-c4cccc(C(=O)N(C)C)c4)ccc3S(=O)(=O)N([C@H](C)CO)C[C@@H]2C)cc1,17,-1,7,6,-3,0,-5
O=C(CNCc1ccc(Cl)cc1)Nc1ccc(C(=O)N2CCCCC2)cc1,-4,.,-1,4,0,-2,.
COc1cc(/C=N/NC(=O)c2ccc(=O)[nH]n2)ccc1O,-32,.,.,19,.,.,1
COC(=O)c1ccc(NS(=O)(=O)c2cc3c4c(c2)CCN4C(=O)CC3)cc1,.,3,-3,-4,-5,12,4
COCC(=O)NC1CC2CCC(C1)N2C(=S)Nc1ccccc1C(=O)OC (stereo not given),-9,7,?,-15,-8,-1,-1
COc1ccccc1NC(=O)CN1CCC(c2nc3ccc(C)cc3[nH]2)CC1,12,6,.,-15,-6,1,1
COc1ccc(S(=O)(=O)N(C)CC(=O)NCCN2CCOCC2)cc1,-5,2,1,0,2,-3,-5
CC(C)OCC(O)CN1CCN(C(c2ccccc2)c2ccccc2)CC1 (stereo not given),1,-3,2,0,-6,4,.
CCn1cc[n+](C)c1P(c1ccccc1)c1ccccc1,15,10,?,11,0,0,.
CC[C@@]12C(=O)N(c3ccccc3)C(=O)N1[C@H](c1ccc(OC)cc1)[C@@H]1C(=O)N(C(C)(C)C)C(=O)[C@@H]12,-32,-7,5,-11,-1,-7,-1
COC(=O)c1ccccc1OCCCN(C)C,-9,4,.,11,15,-5,-1
C1=CCN(Cc2ccccc2)C1,-3,3,3,.,1,.,-4
Cn1cnc(S(=O)(=O)N2CCCCN3[C@H](CO)[C@@H](c4ccc(C5=CCCC5)cc4)[C@H]3C2)c1,-22,-9,-8,.,3,-2,.
CC(C)(C)CC(C)(C)Nc1c(-c2ccc(O)cc2)nc2cnccn12,.,.,.,4,-5,1,0
CC(=O)Cc1nsc(NC(=O)c2cccc(F)c2)n1,-67,-14,-3,3,0,0,6
COc1ccc(NC(=S)c2ccc(N(C)C)cc2)cc1,-158,.,.,-57,.,.,-6
Oc1ccc(-c2nc3ccccc3nc2-c2ccc(O)cc2O)c(O)c1,-21,0,?,10,-1,1,-6
CCNC(=O)[C@H]1[C@H](CO)[C@H]2Cn3c(cccc3=O)[C@H]2N1C(=O)C1CCCC1,1,-3,3,-9,-3,-3,-8
CCCC#Cc1ccc2c(c1)O[C@@H](CN(C)C(C)=O)[C@H](C)CN([C@H](C)CO)S2(=O)=O,.,2,4,-4,8,2,6
O=C(CN1CCCc2ccccc21)Nc1ccccc1[N+](=O)[O-],-8,18,4,33,0,0,-4
Cc1ccccc1NS(=O)(=O)c1ccc(C(=O)N2CCCCCCC2)cc1,0,9,-8,2,-1,-1,7
Cc1[nH]c2ccc(C(=O)N3CCCCC3)cc2c1C,-138,-79,1,-61,0,3,-2
O=C1c2ccccc2[C@@H]2C[C@@H](O)[C@H](Nc3cccc4ccccc34)CCN12,18,-6,26*,16,-1,39*,3
COc1ccc(NC(=O)Nc2ccc3c(c2)C(=O)N([C@H](C)CO)C[C@H](C)[C@@H](CN(C)S(=O)(=O)c2ccc(F)cc2)OCCCC[C@@H](C)O3)cc1,-13,-2,-4,-3,2,0,18
O=C(C[C@@H]1CC[C@H]2[C@@H](COC[C@H](O)CN2S(=O)(=O)c2cccc(F)c2)O1)Nc1ccc(-c2ccccc2)cc1,14,-49,15,4,11,0,9
O=C(O)c1cc(N=Cc2c(O)c3ccccc3oc2=O)ccc1O,-1,-1,-3,-1,3,22,-1
CN(C)/C=C(\C=O)c1c(Cl)cccc1Cl,9,8,-3,9,-7,.,.
Cc1ccc2[nH]c(C(=O)Nc3ccc(F)cc3)cc2c1,-75,-56,3,-58,-3,2,-5
COc1ccc(C(=O)NC2CC2)cc1OC1CCN(Cc2ccc(F)cc2F)CC1,-3,0,.,-5,-1,-1,-3

# Given as labelled records: 4 of the compounds above.
Molecule: Cc1[nH]c2ccc(C(=O)N3CCCCC3)cc2c1C
- PAX8 reporter = -138
- EWS-Fli block = -79
- DENV2 CPE rescue = 1
- LGR2 antag = -61
- SIRT5 block = 0
- CASP6 VEID inh = 3
- ARNT TACC3 PPI = -2

Molecule: Cc1ccccc1NS(=O)(=O)c1ccc(C(=O)N2CCCCCCC2)cc1
- PAX8 reporter = 0
- EWS-Fli block = 9
- DENV2 CPE rescue = -8
- LGR2 antag = 2
- SIRT5 block = -1
- CASP6 VEID inh = -1
- ARNT TACC3 PPI = 7

Molecule: COc1ccc(C(=O)NC2CC2)cc1OC1CCN(Cc2ccc(F)cc2F)CC1
- PAX8 reporter = -3
- EWS-Fli block = 0
- DENV2 CPE rescue = .
- LGR2 antag = -5
- SIRT5 block = -1
- CASP6 VEID inh = -1
- ARNT TACC3 PPI = -3

Molecule: O=C(C[C@@H]1CC[C@H]2[C@@H](COC[C@H](O)CN2S(=O)(=O)c2cccc(F)c2)O1)Nc1ccc(-c2ccccc2)cc1
- PAX8 reporter = 14
- EWS-Fli block = -49
- DENV2 CPE rescue = 15
- LGR2 antag = 4
- SIRT5 block = 11
- CASP6 VEID inh = 0
- ARNT TACC3 PPI = 9

# The listing continues.
SMILES,PAX8 reporter,EWS-Fli block,DENV2 CPE rescue,LGR2 antag,SIRT5 block,CASP6 VEID inh,ARNT TACC3 PPI
Cc1cccc(C)c1-c1ccc(CN2C(CC(C)C)C(=O)N(Cc3cn(CCO)nn3)CCS2(=O)=O)cc1 (stereo not given),5,1,1,24,-2,-1,2
Cc1cc(C)n(CCN(C)C(=O)CCc2nnc(CCC3CCCCC3)o2)n1,-202,-92,-1,-58,-2,1,-4
COC(=O)[C@@]1(Cc2ccccc2)[C@H]2C(=O)N(Cc3ccccc3)C(=O)[C@H]2[C@H]2CN=C(SCC3CC3)N21,4,-2,-4,25,1,-2,2
Cc1ccc(OCC(=O)Nc2ccc(CN3CCOCC3)cc2)cc1C,-14,.,8,8,-4,4,-1
Cc1cccc(N/N=C/c2ccc(O)c(O)c2O)c1,18,15,0,-12,1,16,36
CCN(CC)S(=O)(=O)c1ccc(Oc2ccccc2OC)cc1,-18,-2,-4,-10,-3,0,2
OCCNc1nc(Cl)nc(NCc2ccco2)n1,14,-3,2,6,-4,-2,-3
[N-]=[N+]=NCc1ccccc1C[C@]1(C(=O)N2CCCCC2)N=C(c2ccc(OCCCO)cc2)O[C@H]1c1ccccc1,17,8,-4,.,8,3,20
Cc1cccc(S(=O)(=O)N(C)C[C@H]2OCc3ccccc3-c3c(n(C)c4ccccc34)C(=O)N([C@H](C)CO)C[C@@H]2C)c1,.,4,-7,16,4,-1,23
COc1ccc(S(=O)(=O)Nc2c(O)ccc3ccccc23)cc1OC,33,-242,?,.,1,9,6
O=C(CN1CCN(Cc2ccccc2)CC1)Nc1ccc(F)c(F)c1,9,11,3,11,-3,-2,-6
